DNMT1 block = blocks human DNA methyltransferase DNMT1 | 360,000 tested, 0.83% active | DNMT1 molecular beacon, Hinp1I cleavage, fluorescence | P26358 | inhibition (reported as % activation of signal), % at 10 µM | AID 588458; in the data active means inhibition above about 50%
NRP1-CendR mod = alters CendR peptide binding to human NRP-1; O14786; FAM-RPARPAR peptide binding to NRP-1, fluorescence polarization; inhibition, % at 25 µM; 360,000 tested, 0.85% active; AID 602438;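 active means inhibition or corrected inhibition above about 18%, plus a signal ratio from 0.5 to 1.5, limit read from the data, passing the limit was not always enough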; further: strong numbers were not always called active
SUMO1 PPI mod = modulators of human SUMO1-mediated protein-protein interactions; P63165; SUMO1 binding to a labelled peptide, TR-FRET, 1 h; inhibition, % at 20 µM; 360,000 tested, 0.33% active; in the data active means inhibition above about 37%
Target sequence (P63165 whole entry, looked up): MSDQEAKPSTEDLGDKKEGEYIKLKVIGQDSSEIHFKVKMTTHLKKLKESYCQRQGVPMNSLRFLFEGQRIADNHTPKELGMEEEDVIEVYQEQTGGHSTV
MsrA inh = bovine MsrA inhibition. inhibition, % at 15.5 µM. 360,000 tested, 0.75% active. purified bovine MsrA, absorbance read-out; in the data active means inhibition above about 4.5%;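 further: 0% = vehicle wells with enzyme and 100% = reference inhibitor wells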
STEP block = inhibitors of human striatal-enriched phosphatase STEP. P54829. recombinant STEP, OMFP fluorogenic substrate, fluorescence. inhibition, % at 20 µM. 360,000 tested, 0.25% active;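 active means inhibition at 20 µM, scaled per plate between control wells, above about 37%, limit read from the data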;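 further: 0% = DMSO with enzyme and substrate and 100% = substrate only without enzyme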
Target sequence (P54829 whole entry, looked up): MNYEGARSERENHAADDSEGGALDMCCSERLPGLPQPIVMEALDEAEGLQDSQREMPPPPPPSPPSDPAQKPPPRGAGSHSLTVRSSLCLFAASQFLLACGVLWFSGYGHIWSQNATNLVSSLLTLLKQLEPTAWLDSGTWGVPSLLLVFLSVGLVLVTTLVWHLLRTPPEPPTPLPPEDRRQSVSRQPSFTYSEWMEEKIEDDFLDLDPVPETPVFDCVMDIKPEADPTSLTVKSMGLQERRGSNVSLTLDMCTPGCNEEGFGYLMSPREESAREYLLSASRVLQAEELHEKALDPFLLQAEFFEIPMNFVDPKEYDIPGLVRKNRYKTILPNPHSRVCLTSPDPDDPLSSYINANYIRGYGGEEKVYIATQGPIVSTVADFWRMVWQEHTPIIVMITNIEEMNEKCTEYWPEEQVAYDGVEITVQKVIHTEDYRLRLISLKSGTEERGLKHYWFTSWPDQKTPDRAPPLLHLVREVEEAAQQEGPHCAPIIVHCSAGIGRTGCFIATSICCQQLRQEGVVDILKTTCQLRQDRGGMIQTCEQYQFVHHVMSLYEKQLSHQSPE
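Assay system: isolated STEP enzyme / Timing: 20 min at room temperature, dark / Doses: 20 µM, 1% DMSO / Technique: fluorescence intensity, excitation 480 nm, emission 540 nm / Reagent: fluorogenic phosphatase substrate OMFP at 25 µM final / Measure: percent inhibition scaled to no-enzyme and uninhibited-enzyme controls, plate-pattern corrected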
Tb MetRS inh = Trypanosoma brucei MetRS inhibition. AID 624268. 360,000 tested, 0.4% active. inhibition, % at 11.9 µM. purified T. brucei MetRS, ATP depletion, Kinase-Glo luminescence;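 active means inhibition above a per-plate cutoff of the control wells' mean inhibition plus 3 SD, cut at about 5.5% in these data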;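 further: 0% = DMSO wells median and 100% = median of wells with control inhibitor compound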
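Material – parasite MetRS enzyme · Medium – HEPES-MgCl2-KCl buffer plus DTT, spermine, BSA, pyrophosphatase · Reagent – ATP, methionine and E. coli bulk tRNA substrates · Times – 15 min enzyme-compound preincubation, 2 h reaction, 10 min detection, 25 °C · Measured by – luminescence of leftover ATP · Evaluation – percent inhibition relative to median high and low control wells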
LMPTP inh = LMPTP (human) inhibition. 360,000 tested, 0.22% active. recombinant LMPTP-A, OMFP fluorogenic substrate, fluorescence intensity. inhibition, % at 20 µM. AID 651560;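 active means compounds that cut the enzyme signal by at least half of the control window in the single-dose screen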;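 further: plate controls were DMSO wells with enzyme plus substrate for no effect and substrate without enzyme for full effect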
Target sequence (P24666 whole entry, looked up): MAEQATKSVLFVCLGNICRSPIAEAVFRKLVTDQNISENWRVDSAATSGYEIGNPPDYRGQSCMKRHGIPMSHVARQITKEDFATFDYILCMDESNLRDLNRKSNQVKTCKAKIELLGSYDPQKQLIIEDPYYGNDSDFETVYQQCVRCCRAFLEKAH
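Test system – LMPTP-A phosphatase enzyme · Quantity – 0.625 nM LMPTP-A final · Reagent – OMFP substrate, 400 µM final · Dosing – one test concentration per compound, 20 µM, with 3% DMSO overall · Timing – 50 min enzyme reaction at room temperature, protected from light · Detection – fluorescence intensity · Controls – substrate-only low control, DMSO enzyme-plus-substrate high control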
eLon inh = inhibitors of E. coli Lon protease. 360,000 tested, 0.42% active. inhibition, % at 7.94 µM. P0A9M0. purified E. coli Lon protease, fluorescence polarization; in the data active means inhibition above about 13%, passing the limit was not always enough;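 further: 0% = enzyme with probe and DMSO and 100% = no enzyme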
MsrA act = activates bovine MsrA enzyme | purified bovine MsrA, absorbance read-out | activation, % at 10.6 µM | 360,000 tested, 0.3% active | AID 602163; in the data active means activation above about 7.5%;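 further: 0% = vehicle and 100% = reference activator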
Scp1 inh = inhibitors of human Scp-1 phosphatase | Q9GZU7 | Recombinant Scp1, phosphopeptide, malachite green phosphate absorbance | inhibition, % at 20 µM | 340,000 tested, 0.88% active | AID 493091;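 active means inhibition above about 50% at 20 µM, limit read from the data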;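 further: plate controls were DMSO wells with enzyme for no effect and wells lacking enzyme for full effect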
Target sequence (Q9GZU7 76-261 limits assumed): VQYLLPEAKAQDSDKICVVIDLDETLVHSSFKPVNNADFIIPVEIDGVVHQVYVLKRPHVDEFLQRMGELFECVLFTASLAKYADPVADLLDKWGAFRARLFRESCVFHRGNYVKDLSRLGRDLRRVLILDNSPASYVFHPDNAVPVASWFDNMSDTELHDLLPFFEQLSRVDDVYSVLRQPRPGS
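Incubation: 45 min enzyme reaction at room temperature / System: truncated SCP-1 phosphatase (76-261aa) / Reagent: Phospho 17-mer peptide substrate / Buffer or medium: Acidic Tris acetate buffer with magnesium and detergent / Signal: absorbance at 630 nm / Doses: one concentration, 20 µM, with 1.0% DMSO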
* marks the source's active call; other numbers are inactive results; nt = no result given.

SMILES | DNMT1 block | NRP1-CendR mod | SUMO1 PPI mod | MsrA inh | STEP block | Tb MetRS inh | LMPTP inh | eLon inh | MsrA act | Scp1 inh
O=C(Nc1nccs1)c1ccc(F)c(S(=O)(=O)N2CCOCC2)c1 | 1.8 | 11.7 | 5.7 | 0.9 | 1.8 | -0.5 | -1.2 | -3.5 | -3.8 | -2.4
O=C(NC1=NCCS1)c1ccncc1 | -0.6 | 19.5 | 0.7 | 0.1 | -0.7 | -0.9 | -1.4 | -10.0 | -2.6 | -9.6
CC(C)(C)NC(=O)COC(=O)CNC(=O)c1cc(Cl)cc([N+](=O)[O-])c1 | 2.7 | 8.4 | -17.7 | -0.3 | -3.3 | -0.2 | -1.9 | 0.5 | -4.0 | 9.0
CCc1ccc(NC(=O)C(=O)N/N=C(\C)CC(=O)NCc2ccc(Cl)cc2)cc1 | 17.3 | 7.6 | -1.3 | 2.2 | -2.3 | 0.3 | -0.4 | -3.4 | -1.1 | 79.5*
COc1ccc(C(=O)CC(Nc2ccc([N+](=O)[O-])cc2)c2ccc(Cl)cc2)cc1 (stereo unspecified) | 2.8 | -11.3 | -4.0 | 1.0 | -0.6 | -1.2 | 4.3 | -1.4 | -14.0 | -15.2
CCc1nnc(NC(=O)Cc2ccc(S(=O)(=O)N3CCCCC3)cc2)s1 | 1.6 | -4.1 | -2.7 | -0.6 | 2.3 | -0.6 | -0.4 | -5.2 | -7.5 | 3.5
Cc1cc(N2CCN(C)CC2)nc2ccc(NC(=S)N3CCCCC3)cc12 | -2.5 | 1.9 | -17.0 | 3.3 | -0.1 | -0.6 | 3.5 | 0.1 | -1.2 | -5.4
CCCC(=O)Nc1sc(-c2ccccc2)c(-c2ccccc2)c1C(=O)O | 2.6 | -2.4 | -5.1 | 1.2 | -2.6 | -0.3 | -1.1 | 6.7 | -7.1 | -7.3
CCc1cccc(OCCCN2C(=O)NC(C)(C)C2=O)c1 | -1.8 | 6.4 | -0.8 | -1.0 | -1.6 | -0.5 | -1.6 | 0.7 | -1.1 | -4.6
O=C(NCCCn1ccnc1)c1ccccc1Br | -0.9 | -3.2 | -3.9 | 0.4 | 2.2 | -1.1 | -0.9 | 1.5 | -2.4 | -0.5
CCn1cc(CCC(=O)O)c(C)n1 | 2.6 | -2.8 | -0.6 | -0.7 | -0.1 | -0.2 | 2.6 | -1.6 | -13.5 | 3.1
Cc1cc(C(=O)N/N=C/C=C/c2ccccc2)c(C)o1 | -5.8 | -5.7 | -14.5 | 4.7* | -3.5 | -0.3 | -1.6 | 4.6 | -4.9 | 0.5
COc1ccc(-c2cc3ccc(OC(C)C(=O)O)cc3oc2=O)cc1 (stereo unspecified) | 2.9 | 5.9 | -14.5 | 5.7* | -0.2 | 0.4 | -2.1 | -0.9 | -7.0 | -5.1
N#Cc1cc2[nH]c3ccccc3c2[n+](-c2ccc([N+](=O)[O-])cc2)c1N | 3.5 | -10.6 | -27.0 | 1.1 | -1.7 | -0.9 | 3.0 | 3.5 | 2.6 | -9.1
O=C(C(=O)N1CCN(Cc2ccccc2)CC1)c1c[nH]c2ccccc12 | 0.8 | -14.4 | 0.8 | 0.6 | -1.1 | 11.9* | 0.5 | 1.6 | -1.9 | -12.2
COc1ccc(NC(=S)N(C)CC2COc3ccccc3O2)cc1 (stereo unspecified) | 1.1 | -3.9 | 0.5 | -0.5 | 1.1 | -0.5 | -0.9 | 5.8 | -3.3 | -3.0
C=CCn1c(SCc2csc(C)n2)nc2sc3c(c2c1=O)CCC(C)C3 (stereo unspecified) | -6.9 | -8.6 | -3.5 | 0.0 | 1.0 | -0.1 | 4.4 | 2.2 | 1.1 | -2.4
CC(=O)c1cccc(NC(=S)N2CCc3ccccc32)c1 | -3.3 | -6.1 | 0.1 | -0.7 | 2.4 | -0.1 | 3.7 | -20.5 | -10.4 | -1.3
CC(C)OC(=O)CN1C(=O)C(=O)c2ccccc21 | -10.5 | -2.4 | -20.6 | -0.3 | 5.4 | -0.9 | -2.0 | -0.5 | -3.3 | -2.4
CCOc1cc(S(=O)(=O)N2CC=C(c3ccc(F)cc3)CC2)c(OCC)cc1-n1cnnn1 | -2.1 | 2.5 | 0.6 | 1.1 | -0.5 | -0.5 | 1.0 | -12.3 | 0.9 | -6.3
COc1cccc(OCCNc2cc(Cl)ccc2[N+](=O)[O-])c1 | -3.9 | 11.9 | -17.1 | -0.6 | 1.8 | -1.4 | 3.1 | -0.5 | -1.8 | -14.2
O=C(C1CCN(S(=O)(=O)c2ccc(Cl)cc2)CC1)N1CCCC1 | -0.7 | -8.8 | 19.2 | -0.9 | -0.6 | 0.8 | -0.8 | 2.3 | -3.2 | 4.4
O=C(N/N=C/c1ccc(O)cc1)c1cccc(N/N=C/c2ccc(O)cc2)c1 | -11.5 | 9.3 | 7.9 | 3.5 | -4.3 | -1.4 | 2.6 | -5.9 | -12.7 | 23.6
O=C(Cn1cncn1)NCc1cccc2ccccc12 | -9.7 | -10.6 | 2.8 | -0.4 | 0.8 | 0.1 | -0.1 | 0.1 | -1.7 | -21.4
COCCN(Cc1cc2cc3c(cc2n2nnnc12)OCO3)C(=O)c1ccccc1F | 2.2 | 4.6 | 1.7 | 1.6 | -1.3 | -0.5 | -1.3 | -3.2 | -1.8 | -8.7
C[C@@H]1CN([C@H](C)CO)S(=O)(=O)c2ccc(Br)cc2O[C@@H]1CN(C)C(=O)NC1CCCC1 | -0.5 | 6.0 | -2.7 | -0.2 | 0.1 | -0.5 | -1.4 | -3.7 | -2.0 | nt
CC1=C(C(=O)N2CCOCC2)C(c2ccccc2F)C2=C(CCCC2=O)N1 (stereo unspecified) | -2.2 | -6.0 | 2.1 | 0.3 | -1.3 | -0.2 | -1.9 | -6.9 | -4.5 | -3.0
COc1ccccc1-c1c(C(F)(F)F)oc2cc(OS(C)(=O)=O)ccc2c1=O | -3.7 | 1.6 | -2.5 | -1.2 | 0.1 | -0.3 | 0.9 | -4.5 | 2.3 | -4.4
Cc1cccc(C(C(N)=O)c2ncc(C(F)(F)F)cc2Cl)c1 (stereo unspecified) | -1.4 | 6.9 | -0.2 | -0.2 | -0.1 | -0.4 | 0.8 | -2.5 | -4.9 | -4.2
CC(=O)Nc1ccc(S(=O)(=O)N[C@@H](C)C(=O)N2CCN(C/C=C/c3ccccc3)CC2)cc1 | 3.0 | 0.3 | 3.4 | nt | -1.6 | -0.2 | 0.7 | -13.6 | -12.7 | -0.2

Reprinted from the part before: 3 entries; new compounds follow.
SMILES | DNMT1 block | NRP1-CendR mod | SUMO1 PPI mod | MsrA inh | STEP block | Tb MetRS inh | LMPTP inh | eLon inh | MsrA act | Scp1 inh
COc1ccccc1-c1c(C(F)(F)F)oc2cc(OS(C)(=O)=O)ccc2c1=O | -3.7 | 1.6 | -2.5 | -1.2 | 0.1 | -0.3 | 0.9 | -4.5 | 2.3 | -4.4
Cc1cccc(C(C(N)=O)c2ncc(C(F)(F)F)cc2Cl)c1 (stereo unspecified) | -1.4 | 6.9 | -0.2 | -0.2 | -0.1 | -0.4 | 0.8 | -2.5 | -4.9 | -4.2
CC(=O)Nc1ccc(S(=O)(=O)N[C@@H](C)C(=O)N2CCN(C/C=C/c3ccccc3)CC2)cc1 | 3.0 | 0.3 | 3.4 | nt | -1.6 | -0.2 | 0.7 | -13.6 | -12.7 | -0.2
O=c1sc(Nc2ccccc2)nc2ccsc12 | -6.3 | 5.8 | -4.5 | 0.7 | 0.4 | -0.3 | 2.3 | 1.7 | -3.3 | 0.4
O=C(NCc1ccncc1)Nc1ccccc1Cl | 0.9 | 4.0 | 1.1 | 0.1 | -3.3 | 0.2 | -1.5 | 9.7 | 0.0 | -1.1
Cc1oc(-c2cc(F)ccc2F)nc1CN1CCN(c2ncnc3ccccc23)CC1 | -1.6 | 5.5 | 0.3 | 2.0 | 0.5 | -0.1 | 5.1 | 3.0 | -0.6 | -5.7
Oc1ccc(-c2cnc3ccccc3n2)cc1 | 3.5 | 0.0 | -20.5 | -0.3 | 1.1 | 1.2 | -0.1 | 5.9 | -11.8 | 6.5
COc1cc(NC(=O)Cn2cnc3c(OCc4ccccc4)ncnc32)cc(OC)c1OC | 3.8 | 5.4 | -0.3 | -0.7 | -2.0 | -1.0 | -0.9 | -8.3 | -2.7 | -7.7
Cc1ccc(-c2nc3ccccc3nc2Cl)cc1 | 1.7 | -11.7 | -10.3 | 1.5 | -1.0 | -0.1 | -0.1 | -6.2 | -1.5 | -17.2
N/C(=N\N=C\c1ccc2c(c1)OCO2)SC1CC(=O)N(c2ccc(C(=O)O)cc2)C1=O (stereo unspecified) | -2.3 | -6.5 | 12.6 | 2.0 | 21.9 | -0.2 | 3.0 | -9.1 | 0.0 | 13.8
COc1ccc(C(=O)N/N=C/C(C)c2ccccc2)cc1OC (stereo unspecified) | 1.9 | 20.1 | 1.0 | 0.3 | 0.6 | 0.2 | -1.8 | -5.3 | -0.5 | -4.9
COC(=O)C1CCN(C(=O)COC(=O)Cc2c[nH]c3ccccc23)CC1 | 1.7 | -0.1 | 1.3 | -0.5 | -6.1 | -2.3 | 0.7 | -2.8 | -13.3 | 6.4
Fc1cccc(Cl)c1CSc1nnc(CN2CCOCC2)n1-c1ccccc1 | 0.9 | -2.6 | 2.6 | 1.4 | 1.1 | -0.6 | -0.8 | -8.8 | 0.1 | -0.4
CC(C)(C)c1ccc(CNC(=O)c2ccc3c(c2)NC(=O)CO3)cc1 | 2.5 | -3.9 | 0.1 | -2.1 | -1.1 | -0.3 | 0.3 | -9.8 | 6.5 | -4.9
CCn1c(SCC(=O)Nc2ccc(C)cc2)nnc1-c1ccccn1 | 1.3 | 1.7 | 4.2 | -0.2 | -1.6 | 0.8 | -0.5 | 5.9 | -1.8 | 0.8
O=C(Nc1ccccc1)N(Cc1cccs1)C1CCCC1 | -0.7 | -12.2 | 2.3 | 0.4 | 5.0 | -1.2 | -0.4 | -6.4 | -5.3 | -7.5
CC(C(=O)c1ccc(-c2ccccc2)cc1)[n+]1ccccc1 (stereo unspecified) | 1.6 | 8.2 | -4.7 | -0.4 | 0.3 | -0.6 | -0.9 | 0.5 | -6.0 | -2.2
COc1ccc2[nH]c(=O)c(CNc3ccccc3)cc2c1 | -15.2 | -12.2 | 3.0 | 1.8 | 0.1 | -0.8 | 3.7 | 0.9 | 1.7 | 5.7
CCN(Cc1ccccc1)C(=O)c1cc(S(=O)(=O)N2CCOCC2)cn1C | -0.9 | 7.8 | 0.6 | -0.1 | -0.9 | -0.1 | -1.1 | -6.3 | -1.5 | -3.9
Cc1[nH]c(C)c(S(=O)(=O)N(C)Cc2ccccc2)c1C(=O)N1CCCCC1 | 1.1 | 7.3 | 0.4 | -0.4 | 10.8 | 0.4 | 0.0 | 5.1 | -0.2 | -8.6

Outcome played no part in choosing rows; 4.3% or so of the library scored in one or more.
